# Bioassay records: PubChem, National Center for Advancing Translational Sciences (NCATS)
# EPAC1 antagonist = qHTS for Antagonist of cAMP-regulated guanine nucleotide exchange factor 3 (EPAC1): primary screen; AID 720709, 2013; 0.14% of 360,000 active; Potency, µM (top dose mostly 115 µM), inactives show at the highest dose activity change, negative = inhibition, most hits filed as inhibitors; Rap guanine nucleotide exchange factor 3 (Homo sapiens), O95398; EPAC1 GEF assay, Rap1b-BODIPY-GDP exchange fluorescence;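 note: potency is the fitted concentration of half-maximal effect; plate controls were vehicle for no effect and positive control for full effect; nearly all actives have a fitted effect of over 50% in size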
# FUS yeast rescue = qHTS for Suppressors of FUS Proteinopathy: Primary screen using FUS-linked yeast assay; S. cerevisiae FUS-expressing, growth rescue, OD600, 24 h; Potency, µM (highest dose often 76.6 µM), without a hit: at the top dose growth rescue (activation), usual class: activators; 0.24% of 390,000 active; AID 1347120, 2019;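 note: potency is the fitted concentration of half-maximal effect; plate controls were DMSO vehicle for no effect and reference control for full effect; nearly all actives have a fitted effect of over 55% in size; some results filed as inactive show a strong effect at the top dose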
#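 Cultures pregrown in 2.5% raffinose medium are shifted to minimal medium containing 2% galactose to express toxic FUS. Compounds are tested at several concentrations. After 24hr at 30C, growth is quantified at 600 nm absorbance.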
# EPAC1 agonist = qHTS for Agonist of cAMP-regulated guanine nucleotide exchange factor 3 (EPAC1): primary screen; Rap guanine nucleotide exchange factor 3 (Homo sapiens), O95398; EPAC1 agonist qHTS, biochemical assay; response scale: 100% = response to 6.5 mM cAMP; Potency, µM (top dose mostly 154 µM), without a hit: at the top dose activation, usual class: activators; 0.073% of 360,000 active; note: potency is the fitted concentration of half-maximal effect; nearly all actives have a fitted effect of over 60% in size
#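 Fluorescent GDP-exchange assay: 100 nM EPAC1 with 250 nM Rap1B preloaded with BODIPY-GDP and 50 uM GDP; compounds tested as concentration series, 5 min at room temperature, then read every 5 min for 30 min (ex 480/em 540 nm); normalized to 6.5 mM cAMP.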
# Abeta yeast res = qHTS for compounds that reverse cellular toxicity of Amyloid beta (A-beta) peptide in yeast: Primary Screen; yeast expressing A-beta42, growth rescue, OD600, 48 h; response scale: 0% DMSO, 100% iron-clioquinol control; Potency, µM (doses to about 46.1 µM), without a hit: at the top dose growth rescue, actives largely listed as activators; 0.063% of 410,000 active; note: potency is the fitted concentration of half-maximal effect; nearly all actives have a fitted effect of over 55% in size
#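 Yeast growth medium received pinned compounds, then yeast cells expressing toxic A-beta were added; plates incubated at 30 C for 48 hr. Growth read as absorbance at 600 nm, normalized to DMSO and equimolar FeCl3 plus clioquinol controls.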
# PI5P4Ka inh = qHTS for Inhibitors of phosphatidylinositol 5-phosphate 4-kinase (PI5P4K). Phosphatidylinositol 5-phosphate 4-kinase type-2 alpha (Homo sapiens), P48426. PI5P4Kalpha enzyme, ADP-Glo luminescence, 60 min; hits give low values. max response, %. 1.2% of 330,000 active. AID 652105, 2013; active = max response of -50% or lower; inconclusive = between -30% and -50%; inactive = -30% or higher; note: value at the top dose of about 77 µM; % is set by controls: 0 for no effect and ±100 for the full control effect
# Target sequence (P48426 whole entry, looked up): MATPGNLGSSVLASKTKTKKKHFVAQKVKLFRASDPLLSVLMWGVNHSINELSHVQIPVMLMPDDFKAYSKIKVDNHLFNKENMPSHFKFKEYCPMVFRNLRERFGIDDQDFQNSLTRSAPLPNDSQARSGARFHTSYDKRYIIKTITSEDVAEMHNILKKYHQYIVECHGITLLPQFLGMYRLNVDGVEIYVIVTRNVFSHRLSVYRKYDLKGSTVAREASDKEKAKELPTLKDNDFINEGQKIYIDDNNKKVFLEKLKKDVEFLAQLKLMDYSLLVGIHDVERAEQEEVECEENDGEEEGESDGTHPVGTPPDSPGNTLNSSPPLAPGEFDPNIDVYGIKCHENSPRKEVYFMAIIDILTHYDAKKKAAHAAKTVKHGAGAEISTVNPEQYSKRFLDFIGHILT
#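 Luminescence from ADP-Glo served as readout of PI5P4Kalpha activity in a qHTS format. Reaction: enzyme, substrate, compound, ATP at 5 microM final, 60 min at RT.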
# IL2 activator = qHTS of IL-2 Activators; AID 652025, 2013; 0.065% of 360,000 active; activation, % (series mostly up to about 46 µM); IL-2 activation reporter assay, cell-based qHTS; stimulated with anti-CD3/CD4/CD28 beads; in transgenic mouse T cells; in the data active = activation above about 50%; inconclusive = mostly about 30% to 49%; note: 0% is about no effect
#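 EGFP and DsRed fluorescence is measured by plate cytometry in unstimulated transgenic mouse T cells exposed to compound for 60 minutes, then stimulated 18 hours at 37 degrees C with anti-CD3/anti-CD4 beads plus anti-CD28.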
# WRN helicase inh = qHTS for Inhibitors of WRN Helicase. WRN helicase unwinding, fluorescent forked duplex, kinetic. Potency, µM (top dose mostly 114 µM), inactives show at the highest dose activity change, negative = inhibition, hits mostly inhibitors. 0.46% of 360,000 active; note: potency is the fitted concentration of half-maximal effect; % is set by controls: 0 for no effect and ±100 for the full control effect; nearly all actives have a fitted effect of over 55% in size
#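 WRN at 20 nM final preincubated with compound 15 min at room temperature; reaction started with 100 nM fluorophore/quencher forked duplex oligonucleotide and 2 mM ATP final. Unwinding followed kinetically by red fluorescence (ex 525, em 598 nm).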
# PLK1 PBD block = qHTS for Inhibitors of PLK1-PDB (polo-like kinase 1 - polo-box domain): Primary Screen. Serine/threonine-protein kinase PLK1 (Homo sapiens), P53350. Plk1 PBD binding of FITC phosphopeptide, fluorescence polarization. Potency, µM, without a hit: max response, negative = inhibition, hits mostly inhibitors. 2.8% of 360,000 active; note: potency is the fitted concentration of half-maximal effect; series mostly up to about 57 µM; % is set by controls: 0 for no effect and ±100 for the full control effect; nearly all actives have a fitted effect of over 65% in size
# Target sequence (P53350 whole entry, looked up, the tested form may be a part): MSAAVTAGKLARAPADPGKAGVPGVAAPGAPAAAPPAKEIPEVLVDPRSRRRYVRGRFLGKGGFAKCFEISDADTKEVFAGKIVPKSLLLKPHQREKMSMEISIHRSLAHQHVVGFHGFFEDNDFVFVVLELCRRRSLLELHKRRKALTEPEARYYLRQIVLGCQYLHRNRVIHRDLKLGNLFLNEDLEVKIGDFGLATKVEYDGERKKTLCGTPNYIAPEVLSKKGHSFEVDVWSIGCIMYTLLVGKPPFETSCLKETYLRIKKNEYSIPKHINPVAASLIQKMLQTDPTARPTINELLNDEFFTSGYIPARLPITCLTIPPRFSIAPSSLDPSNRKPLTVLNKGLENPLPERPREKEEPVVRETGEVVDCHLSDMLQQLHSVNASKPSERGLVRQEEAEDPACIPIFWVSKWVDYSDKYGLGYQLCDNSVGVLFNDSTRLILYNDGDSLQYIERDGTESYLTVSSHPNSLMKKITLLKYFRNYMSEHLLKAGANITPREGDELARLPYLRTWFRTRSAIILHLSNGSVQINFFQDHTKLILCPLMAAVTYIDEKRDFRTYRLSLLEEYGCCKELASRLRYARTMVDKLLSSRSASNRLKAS
# * = called active by the depositor; ? = inconclusive; . = no result given; & = joins results of further samples; [ ] = another dose, or the depositor's remark. Unless noted, calls come from the whole dose curve; as a rule, active = well fitted curve in the direction sought with a large enough effect; inconclusive = small, poorly fitted or top-dose-only effect, or another doubt; inactive = no such curve, though single readings can be large; an effect the other way counts as inactive or inconclusive.
SMILES,EPAC1 antagonist,FUS yeast rescue,EPAC1 agonist,Abeta yeast res,PI5P4Ka inh,IL2 activator,WRN helicase inh,PLK1 PBD block
COc1ccc(N(C(=O)c2ccco2)C(C(=O)NC2CCCC2)c2ccncc2)cc1OC (stereo not given),4.9%,-19.8%,3.9%,13.5%,-0.6,3.8,-3.9%,-3.9%
OCC[C@@H]1C[C@H](O)[C@@H](O)[C@]2(CCCc3ccccc3O2)O1,2.8%,-21.2%,6.9%,-15.3%,4.3,0.4,3.8%,-8.2%
COc1cccc(NC(=O)Nc2nnc(N3CCCCC3C)s2)c1 (stereo not given),-0.6%,-0.7%,-10.9%,23.2%,-2.0,-2.5,-12.7%,1.7%
Cc1c(/C(O)=C2\C(=O)C(=O)N(CCCN(C)C)C2c2ccco2)cnn1-c1ccccc1 (stereo not given),11.6%,11.1%,-1.4%,1.3%,0.3,-0.2,2.5%,3.2%
O=C(O)CCC(=O)Nc1ccc(-c2csc(Nc3cccc4ccccc34)n2)cc1,6.0%,31.6%,-2.3%,-15.2%,-13.0,0.0,-5.6%,-18.8%
COc1ccc(C(=O)NCC(=O)OCC(=O)c2cc(OC)c(OC)c(OC)c2)cc1OC,10.9%,-3.4%,-4.7%,2.1%,0.1,-0.7,4.2%,-0.6%
C=CCn1c(COc2ccccc2)nnc1SC(C)C(=O)N/N=C/c1cc(Cl)ccc1O (stereo not given),-11.3%,24.9%,19.0%,-1.5%,-18.1,0.2,-24.3%,26.7µM*
Cc1cc(=O)[nH]c(/N=C(\N)Nc2ccc(SC(F)F)cc2)n1,-9.8%,-3.3%,9.2%,6.9%,-1.9,-2.4,-3.8%[57.1 µM],2.4%
CCN(CC)S(=O)(=O)c1cc(NC(=O)C2CC(=O)N(Cc3ccccc3)C2)ccc1Cl (stereo not given),-20.2%,?,-9.3%,-11.2%,7.9,-1.1,-7.2%,-1.0%
CC(C)NC(=O)c1cc(-c2cccs2)nc2ccccc12,2.2%,-11.8%,-1.7%,-0.5%,-0.6,1.3,6.1%,-11.9%
CCN(CC(=O)Nc1ccc(OC)cc1)C(=O)c1cc(S(=O)(=O)N(C)C)ccc1N1CCCC1,-29.7%,7.5%,0.8%,-4.7%,-2.8,4.4,-13.1%,-7.2%
CC(C)(C)OC(=O)N1CCC2(CC1)C(C#N)=C(N)OC1=C2C(=O)CCC1,-13.0%,?,-6.3%,3.8%,-2.7,-0.2,-5.4%,-14.0%
COc1ccc(C(=O)COC(=O)Cn2cnc3ccccc3c2=O)c(OC)c1,-12.0%,9.9%,43.0%,0.5%,0.3,-0.8,-15.0%,-10.1%
CCc1ccccc1NC(=O)CN(C)Cc1nc(N)nc(Nc2ccccc2C)n1,-1.6%,15.2%,9.5%,12.7%,.,1.7,4.8%,-0.7%
Cc1ccnn1CCC(=O)N1CCCC(CCC(=O)NCc2ccccc2F)C1 (stereo not given),-13.2%,-17.2%,-15.8%,-9.3%,8.5,-0.2,5.3%,-9.3%
O=C(CSc1nnc2ccc(-c3cccnc3)nn12)Nc1ccccc1F,1.1%,22.2%,-2.8%,3.5%,-3.4,-0.2,-17.7%,-4.2%
Cn1c(/C=N/NC(=O)c2ccccc2)nc2ccccc21,0.1%,3.2%,-5.4%,13.0%,.,1.2,-3.4%[57.1 µM],0.6%
CCOC(=O)c1sc2nccc(N(C)C)c2c1N=CNOCc1ccccc1,-3.5%,37.6%,19.9%,-21.6%,21.2,-1.9,-1.2%,-4.0%
O=C(NC(=S)NCCOCc1ccc(Cl)cc1)c1cccnc1,-4.5%,9.5%,1.6%,24.9%,2.5,-1.0,-9.7%[57.1 µM],-1.9%
CC(C)C(C)NC(=O)COC(=O)c1cccc(C(=O)OCC(=O)NC(C)C(C)C)n1 (stereo not given),9.7%,-19.1%,-0.7%,7.2%,0.3,-1.0,-1.2%,6.3%
CC(/C=C/c1ccc(O)cc1)=NNc1ccccc1,-6.9%,-0.5%,6.1%,21.4%,-3.0,-0.8,-0.5%,-23.0%
O=C(O)c1ccc(Cl)c(S(=O)(=O)NCc2cccnc2)c1,8.4%,27.5%,-6.1%,-6.5%,-1.2,-2.8,-1.3%[57.1 µM],6.3%
Cc1cc(C(=O)COC(=O)c2ccc3c(c2)NC(=O)CS3)c(C)n1CC1CCCO1 (stereo not given),-16.5%,.,-1.2%,18.6%,-3.9,-0.4,-4.8%,?
O=C(CSc1nnc(SCc2ccc(Cl)cc2)s1)N/N=C/c1ccccc1C(=O)O,-10.0%,-17.7%,0.0%,2.0%,-2.9,-2.1,-8.4%,-20.9%
Cc1[nH]c2ccccc2c1C(=O)CSC(=S)N1CCN(C)CC1,-24.6%,-0.2%,7.1%,3.8%,-2.4,-0.6,-17.5%,-2.0%
CCOc1ccc(NC(=O)COC(=O)C2CC2C)cc1 (stereo not given),4.9%,-30.8%,0.5%,3.3%,1.9,-0.9,8.9%,0.1%
CCOC(=O)c1c(CN2CCC(C)CC2)n(C)c2cc(Br)c(OC)cc12,-4.9%,2.1%,0.9%,4.4%,-1.1,-3.5,3.5%,5.2%
Cc1cc([N+](=O)[O-])ccc1NC(=O)c1sc2ncn(CC(=O)N3CCOCC3)c(=O)c2c1C,-4.4%,11.1%,-1.4%,0.6%,6.8,-0.6,-7.6%,-15.4%
COc1ccc(N2CCN(Cc3cc(=O)oc4cc(-c5ccccc5)c(O)cc34)CC2)cc1,-1.5%,-1.0%,10.9%,24.6%,6.6,-0.1,-1.3%,-5.1%
COc1ccccc1NC(=S)N1CCN(Cc2ccc3c(c2)OCO3)CC1,-12.4%,.,7.1%,4.4%,-8.2,1.0,8.7%,-7.4%

# An excerpt from above in order of the PI5P4Ka inh value, highest first.
SMILES,EPAC1 antagonist,PI5P4Ka inh,IL2 activator,WRN helicase inh,PLK1 PBD block
CCOC(=O)c1c(CN2CCC(C)CC2)n(C)c2cc(Br)c(OC)cc12,-4.9%,-1.1,-3.5,3.5%,5.2%
O=C(O)c1ccc(Cl)c(S(=O)(=O)NCc2cccnc2)c1,8.4%,-1.2,-2.8,-1.3%[57.1 µM],6.3%
Cc1[nH]c2ccccc2c1C(=O)CSC(=S)N1CCN(C)CC1,-24.6%,-2.4,-0.6,-17.5%,-2.0%

# Single values from the list:
# Result for O=C(CSc1nnc(SCc2ccc(Cl)cc2)s1)N/N=C/c1ccccc1C(=O)O in EPAC1 agonist: 0.0%
# Result for CCOC(=O)c1c(CN2CCC(C)CC2)n(C)c2cc(Br)c(OC)cc12 in EPAC1 antagonist: -4.9%
# Result for CC(C)NC(=O)c1cc(-c2cccs2)nc2ccccc12 in WRN helicase inh: 6.1%
# Result for CCN(CC)S(=O)(=O)c1cc(NC(=O)C2CC(=O)N(Cc3ccccc3)C2)ccc1Cl (stereo not given) in IL2 activator: -1.1

# Continuation.
SMILES,EPAC1 antagonist,FUS yeast rescue,EPAC1 agonist,Abeta yeast res,PI5P4Ka inh,IL2 activator,WRN helicase inh,PLK1 PBD block
COc1cc(C(=O)Nc2ccc(C)cc2)c2ccccc2n1,25.0%,21.1%,-9.6%,-39.1%[inhibitor],6.2,0.2,1.3%,-4.6%
Cc1ccc(NC(=O)CSc2cccc3cccnc23)c(C)c1,0.4%,8.2%,-14.4%,-10.5%,-9.8,-0.7,2.9%,?
COc1ccc(Nc2nc(Cl)nc(NCc3ccco3)n2)cc1,12.5%,6.7%,1.6%,-1.3%,-3.2,-0.5,5.4%,-8.6%
O=C(CCCN1C(=O)/C(=C/c2ccccc2)SC1=S)NCCCn1ccnc1,-5.0%,0.6%,0.8%,2.9%,3.1,-3.2,7.5%,-8.6%
CC(C)Oc1ccc(CCNC(=O)C2CCC(=O)N(Cc3cccc(F)c3)C2)cc1 (stereo not given),12.4%,27.1%,-3.6%,15.0%,3.4,-4.0,-17.7%,1.5%
Cc1cc(NC(=O)CSCC(=O)N(C)Cc2ccc(F)cc2)no1,9.7%,-1.8%,-1.7%,7.8%,-0.7,-2.1,-1.4%,-0.1%
CCc1ccc(S(=O)(=O)NCc2cn3cccc(C)c3n2)s1,-0.4%,-11.4%,6.7%,23.9%,-3.0,-0.4,9.0%,0.6%
O=C(N/N=C/c1cccc([N+](=O)[O-])c1)c1nc2ccccc2c(=O)[nH]1,0.4%,-5.2%,-1.6%,4.8%,-1.9,0.4,-0.6%,3.1%
CCN1C[C@@H]2[C@@H]3C(=O)N(C)C(=O)[C@@H]3[C@](CC)(C(=O)OC)N2C1=NCc1ccccc1,5.2%,1.8%,-6.0%,-12.7%,-0.2,-0.3,-6.0%,-6.9%
CCOC(=O)Cc1csc(NC(=O)c2sc3nc4c(C)cc(C)cc4cc3c2N)n1,8.3%,10.4%,9.6%,-1.8%,.,-0.7,-8.0%[11.6 µM],-20.8%
Cc1[nH]c2c(C)cccc2c1CCNC(=O)c1ccc2c(c1[N+](=O)[O-])C(=O)c1ccccc1C2=O,0.0%,44.5%,0.0%,-2.5%,5.2,0.3,-17.0%,3.8%&-1.9%
CC(C)C1C(c2ccccc2)N(C)C(c2ccccc2)CC1(O)c1ccccc1 (stereo not given),-13.8%,13.1%,7.0%,19.9%,.,-2.3,-4.5%,1.4%
CCC(=O)/C=C1\Sc2ccc(OC)cc2N1CCO,17.4%,4.6%,1.2%,2.8%,-0.9,-0.2,-1.3%,-8.6%
CC(=NN(Cc1ccccc1)c1ccccc1)c1ccccc1,-8.7%,.,15.4%,7.8%,4.0,-0.4,-6.6%,-7.6%
C=CCNc1oc(-c2ccco2)nc1S(=O)(=O)c1ccccc1,0.1%,22.5%,-16.4%,3.8%,1.6,0.3,2.8%,-16.9%
CCn1c(=O)c(C(=O)CN2CCN(S(=O)(=O)c3ccccc3)CC2)c(N)n(Cc2ccccc2)c1=O,-6.5%,15.4%,10.7%,6.9%,-10.4,0.3,-1.3%,-5.2%
Cc1nn2c(-c3ccc(S(=O)(=O)N4CCN(C)CC4)o3)nnc2c2ccccc12,2.7%,9.7%,2.0%,0.4%,3.2,-1.4,-11.4%,-10.2%
